Compound activity deposited in PubChem by Broad Institute.
Pf Dd2 inh: P. falciparum Dd2 growth inhibitors, primary screen, SYBR Green fluorescence, single dose replicates. 72 h; stronger effect = lower value. 94,000 compounds, 2.3% hits. AID 1159554, 2015. activity change, % at 10 µM; in the data active means activity change below about -80%; inconclusive means no clear call, values can overlap the other calls
C diff HTS: C. difficile growth inhibitors, primary screen, HTS; 86,000 compounds, 0.25% hits; AID 1259249, 2017; growth activity, negative = inhibition, % at 16 µg/mL (by protocol); Clostridium difficile clinical isolate growth, OD600, 24 h; stronger effect = lower value;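 active means mean growth activity at or below -80% and every replicate also at or below -80%; inconclusive means mean at or below -80% but some replicate above -80%; inactive means mean growth activity above -80%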;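 further: 0% = DMSO wells and -100% = levofloxacin 16 µg/mL wells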
GASC1 inh: inhibitors of GASC-1 (KDM4C) histone demethylase, primary screen, biochemical, single concentration HTS | Lysine-specific demethylase 4C (Homo sapiens), Q9H3R0 | GST-KDM4C 2-372, H3K9me3 peptide, LANCE TR-FRET | inhibition, % at 12.5 µM | 96,000 compounds, 0.15% hits | AID 720574, 2013;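 active means mean replicate inhibition above about 25%, with at least 55% of replicates also reaching it, limit read from the data, passing the limit was not always enough; inconclusive means only one of those two conditions met; inactive means neither condition met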
Target sequence (Q9H3R0 2-372 limits assumed): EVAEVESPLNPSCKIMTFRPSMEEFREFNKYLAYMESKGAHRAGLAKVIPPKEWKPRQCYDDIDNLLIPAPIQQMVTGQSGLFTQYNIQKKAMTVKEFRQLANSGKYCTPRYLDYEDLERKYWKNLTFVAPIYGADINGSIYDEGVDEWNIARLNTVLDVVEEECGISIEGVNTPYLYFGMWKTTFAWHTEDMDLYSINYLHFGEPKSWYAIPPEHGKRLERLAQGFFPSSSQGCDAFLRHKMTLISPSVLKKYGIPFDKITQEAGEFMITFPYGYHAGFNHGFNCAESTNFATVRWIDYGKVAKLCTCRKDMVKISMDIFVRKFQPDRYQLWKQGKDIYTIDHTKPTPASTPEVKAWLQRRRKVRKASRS
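Material: GST-tagged GASC-1 (JMJD2C) catalytic fragment, aa 2-372. Input: enzyme final amount 10 nM. Medium: HEPES buffer, pH 7.5, plus ascorbate. Reagent: H3K9me3 peptide substrate, Fe(II), 2-oxoglutarate. Doses: single dose. Times: reaction 30 min RT, detection step 1 h RT. Measured by: LANCE TR-FRET. Evaluation: Fall in 671/618 emission ratio as inhibition.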
T cruzi growth: T. cruzi intracellular proliferation inhibitors, primary screen, cell-based, beta-gal Tulahuen parasites, NIH3T3 host, luminescence. 77,000 compounds, 5.9% hits. inhibition, % at 8.34 µM. T. cruzi beta-gal in NIH3T3, GalScreen luminescence, 90 h. AID 624255, 2012;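 active means mean inhibition above about 93%, with at least 55% of replicates each passing it, limit read from the data, passing the limit was not always enough; inconclusive means only one of those two conditions holds; inactive means neither condition holds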
Starred values were filed as active, the others as inactive; & = joins results of further samples.

What do the screens show for `Cc1noc(C)c1S(=O)(=O)Nc1ccc2c(c1)C(=O)N([C@H](C)CO)C[C@@H](C)[C@@H](CN(C)Cc1ccccc1)OCCCC[C@H](C)O2`?
Pf Dd2 inh: -37; C diff HTS: 6; GASC1 inh: 0.0

Results for C[C@@H]1CN([C@H](C)CO)C(=O)c2cccc(NC(=O)c3cnccn3)c2O[C@H]1CN(C)Cc1ccc(-c2ccccc2)cc1 ?
Pf Dd2 inh: -49; C diff HTS: -4; GASC1 inh: 1.8; T cruzi growth: 51

How did CO[C@@H]1CN(C)C(=O)c2cc(NS(=O)(=O)CC(F)(F)F)ccc2OC[C@H](C)N(C(=O)NC(C)C)C[C@@H]1C do in these assays?
Pf Dd2 inh: 13; GASC1 inh: 0.6; T cruzi growth: 25

What do the screens show for `COCCN(C[C@H]1[C@H](c2ccccc2)[C@H](CO)N1C(C)=O)C(=O)c1cccnc1`?
Pf Dd2 inh: 8; C diff HTS: -2; GASC1 inh: 2.8; T cruzi growth: 18

Results for COc1ccc(-c2cnc3c(c2)C(=O)N([C@@H](C)CO)C[C@@H](C)[C@@H](CN(C)C(=O)Cc2ccncc2)O3)cc1 ?
Pf Dd2 inh: -62; C diff HTS: -4; GASC1 inh: -0.4; T cruzi growth: 63

Results for C[C@@H]1CN([C@H](C)CO)C(=O)c2cc(-c3cccnc3)cnc2O[C@@H]1CN(C)C(=O)NC1CCCC1 ?
Pf Dd2 inh: 23; C diff HTS: 1; GASC1 inh: 2.2; T cruzi growth: 69

How did COc1ccc2c3c(n(C)c2c1)[C@H](CO)N(C(=O)Nc1ccccc1F)CC31CN(C(=O)c2ccccc2F)C1 do in these assays?
Pf Dd2 inh: -75; C diff HTS: -12; GASC1 inh: 0.1

How did C[C@H](CO)N1C[C@H](C)[C@H](CN(C)C(=O)C2CCC2)Oc2cc(C#CCN(C)C)ccc2S1(=O)=O do in these assays?
Pf Dd2 inh: -20; C diff HTS: -3; GASC1 inh: -3.9; T cruzi growth: inconclusive

Results for O=C(C[C@@H]1CC[C@@H]2[C@H](COC[C@@H](O)CN2C(=O)Nc2ccc(Cl)cc2)O1)NC1Cc2ccccc2C1 ?
Pf Dd2 inh: -26; C diff HTS: 42&-4; GASC1 inh: 0.3

Results for CC=Cc1ccc2n(c1=O)C[C@@H]1[C@@H](CO)[C@H](C(=O)N(C)C)[C@H]2N1CC1CCOCC1 (mixture of isomers) ?
Pf Dd2 inh: 12; C diff HTS: -6; GASC1 inh: 0.4; T cruzi growth: 6

How did COc1ccc2c3c(n(C)c2c1)[C@H](CO)N(Cc1nccs1)CC31CCN(C(=O)CC2CC2)CC1 do in these assays?
Pf Dd2 inh: -46; C diff HTS: 3

What do the screens show for `O=C(Nc1cc(F)ccc1F)N1CCCCN2[C@H](CO)[C@@H](c3ccc(-c4ccccc4)cc3)[C@@H]2C1`?
Pf Dd2 inh: -66; C diff HTS: 29; GASC1 inh: -1.3; T cruzi growth: 87

What do the screens show for `O=C(c1ccccn1)N1CC[C@H]2[C@H](CO)Nc3ccc(-c4ccc(F)cc4)cc3[C@H]21`?
Pf Dd2 inh: -27; C diff HTS: 0; GASC1 inh: -1.1; T cruzi growth: inconclusive

Results for C[C@H](CO)N1C[C@H](C)[C@@H](CN(C)C(=O)C2CCC2)Oc2cc(-c3cncnc3)ccc2S1(=O)=O ?
Pf Dd2 inh: 19; C diff HTS: -1; GASC1 inh: 1.5; T cruzi growth: 55

What do the screens show for `COc1ccc2c3c([nH]c2c1)[C@H](CO)N(C(=O)Cc1ccccc1)CC31CN(C)C1`?
Pf Dd2 inh: -8; C diff HTS: 2; GASC1 inh: -1.4

Results for COc1ccc(-c2ccc([C@H]3[C@@H](C#N)N(C(=O)c4cccc(F)c4)[C@H]3CO)cc2)cc1 ?
Pf Dd2 inh: -16; C diff HTS: 5; GASC1 inh: -1.9; T cruzi growth: 94

How did CNC[C@@H]1OCCCC[C@H](C)Oc2ccc(NS(=O)(=O)c3c(C)noc3C)cc2C(=O)N([C@@H](C)CO)C[C@H]1C do in these assays?
Pf Dd2 inh: 23; C diff HTS: -1; GASC1 inh: 2.0; T cruzi growth: 31

Results for COc1ccc(NC(=O)Nc2ccc3c(c2)CC(=O)N([C@H](C)CO)C[C@H](C)[C@@H](CN(C)S(=O)(=O)c2cccs2)O3)cc1 ?
Pf Dd2 inh: -6; C diff HTS: -8; GASC1 inh: 0.4; T cruzi growth: -25

What do the screens show for `CNC(=O)C[C@H]1CC[C@@H]2[C@H](COC[C@@H](O)CN2Cc2ccc(C(F)(F)F)cc2)O1`?
Pf Dd2 inh: 2; C diff HTS: 5&4; GASC1 inh: 4.4

What do the screens show for `O=C(Nc1ccccc1F)N[C@H]1CC[C@H](CCNS(=O)(=O)c2ccccc2)O[C@H]1CO`?
Pf Dd2 inh: 2; C diff HTS: -3; GASC1 inh: -0.9; T cruzi growth: -28

Results for CCC(=O)N1CCC2(CC1)CN(Cc1cc(F)ccc1F)[C@H](CO)c1c2c2ccc(OC)cc2n1C ?
Pf Dd2 inh: -60; C diff HTS: 60; GASC1 inh: -0.6

What do the screens show for `O=C(C[C@H]1C=C[C@@H](NC(=O)c2ccncc2)[C@H](CO)O1)Nc1ccccc1`?
Pf Dd2 inh: 12; C diff HTS: -1; GASC1 inh: 0.1

How did COc1ccc(S(=O)(=O)N(C)C[C@H]2Oc3ccc(NS(=O)(=O)c4cn(C)cn4)cc3C(=O)N([C@@H](C)CO)C[C@H]2C)cc1 do in these assays?
Pf Dd2 inh: 0; C diff HTS: -5; GASC1 inh: 0.4; T cruzi growth: 22

Results for C[C@H]1CN([C@@H](C)CO)C(=O)Cc2cc(NS(C)(=O)=O)ccc2O[C@@H]1CN(C)Cc1ccc2c(c1)OCO2 ?
Pf Dd2 inh: -7; C diff HTS: -1; GASC1 inh: 1.7; T cruzi growth: 57

What do the screens show for `C[C@H]1CN([C@@H](C)CO)C(=O)c2c(c3ccccc3n2C)-c2ccccc2CO[C@@H]1CN(C)C(=O)CCC(F)(F)F`?
Pf Dd2 inh: -42; C diff HTS: 4; GASC1 inh: -0.6; T cruzi growth: 39

Results for CO[C@H]1CN(C)C(=O)c2ccc(NC(=O)C3CC3)cc2OC[C@H](C)N(Cc2nccs2)C[C@H]1C ?
GASC1 inh: 3.5; T cruzi growth: 33

How did C[C@H]1CCCCO[C@H](CN(C)C)[C@@H](C)CN([C@@H](C)CO)C(=O)c2cc(NS(=O)(=O)c3ccc(Cl)cc3)ccc2O1 do in these assays?
Pf Dd2 inh: -53; C diff HTS: -5; GASC1 inh: -2.3; T cruzi growth: -4

What do the screens show for `C[C@@H]1CN([C@@H](C)CO)S(=O)(=O)c2ccc(Br)cc2O[C@@H]1CN(C)Cc1cncnc1`?
Pf Dd2 inh: 19; C diff HTS: -5; GASC1 inh: 0.5; T cruzi growth: 14

Results for Cc1noc(C)c1S(=O)(=O)Nc1ccc2c(c1)C(=O)N([C@@H](C)CO)C[C@@H](C)[C@@H](CN(C)CC1CC1)O2 ?
Pf Dd2 inh: -8; C diff HTS: 1; GASC1 inh: -0.2; T cruzi growth: 52

What do the screens show for `Cc1noc(C)c1S(=O)(=O)N(C)C[C@H]1Oc2ccc(NS(=O)(=O)c3ccc(Cl)cc3)cc2C(=O)N([C@H](C)CO)C[C@H]1C`?
Pf Dd2 inh: 10; C diff HTS: 2; GASC1 inh: -1.0; T cruzi growth: 44

Sorted by heavy-atom count (low to high): some entries from above.
What do the screens show for `O=C(C[C@H]1C=C[C@@H](NC(=O)c2ccncc2)[C@H](CO)O1)Nc1ccccc1`?
Pf Dd2 inh: 12; C diff HTS: -1; GASC1 inh: 0.1

What do the screens show for `C[C@@H]1CN([C@@H](C)CO)S(=O)(=O)c2ccc(Br)cc2O[C@@H]1CN(C)Cc1cncnc1`?
Pf Dd2 inh: 19; C diff HTS: -5; GASC1 inh: 0.5; T cruzi growth: 14

Results for C[C@H]1CN([C@@H](C)CO)C(=O)Cc2cc(NS(C)(=O)=O)ccc2O[C@@H]1CN(C)Cc1ccc2c(c1)OCO2 ?
Pf Dd2 inh: -7; C diff HTS: -1; GASC1 inh: 1.7; T cruzi growth: 57

Other compounds:
Results for CCN1[C@@H]2Cn3c(ccc(-c4ccccc4OC)c3=O)[C@H]1[C@@H](C(=O)N[C@@H](C)c1ccccc1)[C@@H]2CO ?
C diff HTS: 0; GASC1 inh: -0.3; T cruzi growth: 47

What do the screens show for `O=C(C[C@@H]1CC[C@@H]2[C@H](COC[C@@H](O)CN2C(=O)Nc2ccccc2)O1)NCc1ccncn1`?
C diff HTS: -3&-5; GASC1 inh: 0.4; T cruzi growth: -26

What do the screens show for `Cc1ccc(S(=O)(=O)N(C)C[C@@H]2Oc3cc(C#Cc4ccncc4)ccc3S(=O)(=O)N([C@H](C)CO)C[C@@H]2C)cc1`?
Pf Dd2 inh: -70; C diff HTS: 1; GASC1 inh: -15; T cruzi growth: 62

Results for COc1ccc(NC(=O)Nc2ccc3c(c2)C(=O)N([C@@H](C)CO)C[C@H](C)[C@H](CN(C)C(=O)Nc2ccc4c(c2)OCO4)OCCCC[C@@H](C)O3)cc1 ?
Pf Dd2 inh: -82*; C diff HTS: 9; GASC1 inh: 0.4; T cruzi growth: 44

What do the screens show for `O=C(Nc1ccccc1)N1CC(=O)N2[C@H](CO)[C@H](c3ccc(C#CC4CCCCC4)cc3)[C@H]2C1`?
Pf Dd2 inh: -36; C diff HTS: 27; GASC1 inh: 1.9

How did CCCNC(=O)N1CCC2(CC1)CN(C(=O)CC1CC1)[C@H](CO)c1[nH]c3cc(OC)ccc3c12 do in these assays?
Pf Dd2 inh: -47; C diff HTS: 13; GASC1 inh: -0.6

What do the screens show for `COc1ccc2c3c([nH]c2c1)[C@H](CO)N(C(=O)C1CCOCC1)CC31CN(S(C)(=O)=O)C1`?
Pf Dd2 inh: 41; C diff HTS: -2; GASC1 inh: 0.5

How did COc1ccc(NC(=O)Nc2ccc3c(c2)C(=O)N([C@H](C)CO)C[C@H](C)[C@H](CN(C)Cc2ccc4c(c2)OCO4)OCCCC[C@H](C)O3)cc1 do in these assays?
Pf Dd2 inh: -68; C diff HTS: 2; GASC1 inh: -0.1; T cruzi growth: inconclusive

How did C[C@H](CO)N1C[C@H](C)[C@H](CN(C)Cc2ccc(Cl)c(Cl)c2)Oc2c(NC(=O)C3CCCCC3)cccc2C1=O do in these assays?
Pf Dd2 inh: -12; GASC1 inh: -0.7; T cruzi growth: 90

What do the screens show for `COc1cccc(NC(=O)N(C)C[C@H]2Oc3ncc(C4=CCCCC4)cc3C(=O)N([C@H](C)CO)C[C@@H]2C)c1`?
Pf Dd2 inh: -52; C diff HTS: -12; GASC1 inh: 0.2; T cruzi growth: 12

Results for C[C@H]1CN([C@@H](C)CO)S(=O)(=O)c2ccc(C#CCC3CCCC3)cc2O[C@@H]1CN(C)C(=O)CN(C)C ?
Pf Dd2 inh: -72; C diff HTS: 4; GASC1 inh: 0.5; T cruzi growth: 122

How did O=C([C@H]1[C@H](CO)[C@H]2Cn3c(ccc(-c4ccccc4)c3=O)[C@H]2N1Cc1cocn1)N1CCCCC1 do in these assays?
Pf Dd2 inh: 7; C diff HTS: 4; GASC1 inh: 4.7; T cruzi growth: 11

How did C[C@@H]1CN([C@H](C)CO)C(=O)c2cccc(NS(=O)(=O)c3ccc(Cl)cc3)c2O[C@@H]1CN(C)Cc1ccncc1 do in these assays?
Pf Dd2 inh: 14; C diff HTS: 0; GASC1 inh: 2.5; T cruzi growth: 19

What do the screens show for `O=C(N[C@H]1CC[C@H](CCNS(=O)(=O)c2ccccc2)O[C@@H]1CO)c1cccnc1`?
Pf Dd2 inh: -5; GASC1 inh: -0.3; T cruzi growth: 36

What do the screens show for `CO[C@@H]1CN(C)C(=O)c2ccc(NC(=O)c3ccc(F)cc3)cc2OC[C@@H](C)N(C(C)=O)C[C@H]1C`?
Pf Dd2 inh: 4; GASC1 inh: -0.9; T cruzi growth: 26

How did Cc1noc(C)c1NC(=O)N(C)C[C@@H]1Oc2ccc(NC(=O)c3ccncc3)cc2CC(=O)N([C@H](C)CO)C[C@@H]1C do in these assays?
Pf Dd2 inh: 5; C diff HTS: 0; GASC1 inh: -2.5; T cruzi growth: 12

What do the screens show for `C[C@H]1CN([C@@H](C)CO)C(=O)Cc2cc(NC(=O)CCN3CCOCC3)ccc2O[C@@H]1CN(C)C(=O)Nc1ccccc1`?
Pf Dd2 inh: 37; C diff HTS: 2; GASC1 inh: -0.6; T cruzi growth: 20

An unsorted share of the library. About 6.8% of those tested had a hit in this group.
